Bioassay records (PubChem BioAssay)
Yfh1-depleted yeast: enhancers of respiration in Yfh1-depleted yeast, dose response, Friedreich's ataxia, plus single-dose screen (AID 1465) | S. cerevisiae Yfh1-off respiration, WST-1 reduction, 72 h; higher fold induction means a stronger effect | one-dose fold induction at 50 µM; EC50 in µM for titrated hits | hit rate 0.074% among 220,000;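 active = fold induction of absorbance versus untreated yeast above a set limit, then at least 30% activation at any dose in follow-up; inconclusive = repeats straddling the limit, or above it without dose testing; inactive = fold induction below the set limit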;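 also: activators that raise dye reduction in frataxin-depleted yeast; strong numbers were not always called active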
Dynein transport: dynein cargo transport inhibition | hit rate 0.47% among 220,000 | 3617.4 mouse cells, GR-EGFP nuclear translocation imaging; test concentration mostly 20 µM; stimulated with dexamethasone, 1 µM; stronger effect = lower value | z-score, hits read low;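 active = plate z-score of nuclear minus cytoplasmic receptor signal below a set negative limit, without overly bright fluorescence or cell loss, cut at about -3.5 in these data, passing the limit was not always enough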;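 also: z-score of nuclear minus cytoplasmic ring GR-EGFP intensity difference per well; some compounds called inactive have numbers as strong as hits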
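Buffer or medium: tet-free, stripped-serum medium; Also added: dexamethasone, 1.0 µM final; Technique: high-content fluorescence imaging after fixation; Times: 48 h induction, 1 h compound, 30 min dex at 37 °C; Read-out: per-cell GR-EGFP intensity, nucleus versus surrounding cytoplasmic ring, well-averaged.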
WT yeast gro inh: growth inhibition of WT yeast, mitochondrial fusion screen; hit rate 2.1% among 190,000; mitochondrial fusion phenotypic screen, WT strain; inhibition, % at 10 µM; AID 1362; in the data active = inhibition above about 58%; tested in S. cerevisiae
HIV fusion peptide: inhibitors of HIV fusion peptide binding, primary screen, biochemical, uHTS, fluorescence dequenching (AID 1986) | cell-free peptide binding, fluorescence dequenching, 30 min; higher % means a stronger effect | hit rate 0.3% among 290,000 | inhibition, % at 20 µM, or IC50 in µM where a hit was titrated; in the data active = inhibition mostly above about 52%, no sharp cut-off; inactive = mostly below about 76%; also: some results filed as inactive read as strong as hits
Insulin prom up: MIN6 insulin promoter up-regulation; MIN6 insulin promoter-GFP reporter, high-content imaging; stronger effect = higher value; z-score at 5 µM; hit rate 0.3% among 190,000;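 active = z-score above 3 at 5 µM with at least 500 cells counted in the well; inconclusive = wells under 500 cells, flagged as cytotoxic or low count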
Autophagy HCS: modulators of autophagy | MEF GFP-LC3 puncta imaging; test concentration mostly 10 µM | calls only at 10 µM (by protocol) | hit rate 0.98% among 190,000 | AID 463193;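 active = percentage of spot-positive cells more than 3 SD above its plate mean, without a fluorescence outlier flag or 80% toxicity; inconclusive = no clear call, values can overlap the other calls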;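 also: spot-positive cell cutoff set from DMSO-treated cells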
b-catenin transl: modulators of beta-catenin nuclear translocation; HeLa beta-catenin nuclear translocation, immunofluorescence imaging; nuclear translocation activity, % at 5 µM; hit rate 0.3% among 190,000; AID 1665;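 active = nuclear translocation activity above 50% at 5 µM, with a well cell count of 50 or more; inconclusive = wells under 50 cells across six images, flagged as toxic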;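 also: per-cell ratio of nuclear to cytoplasmic median beta-catenin stain intensity; plate controls were DMSO negative control for no effect and GSK-3 inhibitor IX positive control for full effect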
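Test system: human HeLa cells, endogenous beta-catenin. Times: 24 h compound exposure, 37°C. Measured by: beta-catenin immunofluorescence imaging with DAPI.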
MT stabilize HCS: stabilizes microtubules in HeLa cells. HeLa tubulin immunostaining HCS, 24 h; share of cells brighter than vehicle mean+2SD. % tubulin-high responders, % at 10 µM. hit rate 0.83% among 200,000;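 active = plate Z-score above 3 for both tubulin-high and condensed-nucleus cell shares, with cell loss under 80%, at 10 µM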;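 also: anti alpha tubulin signal scored within the nucleus-defined area of each cell; some results filed as inactive read as strong as hits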
AID2073: inhibitors of Mint1-CaV2.2 protein interaction, biochemical, HTRF (AID 2073); hit rate 0.19% among 290,000; inhibition, % at 20 µM; hits with a dose series show IC50 in µM; HTRF protein-protein interaction, Mint1-CaV2.2; higher % means a stronger effect; in the data active = inhibition mostly above about 51%, no sharp cut-off; inconclusive = no clear call, values can overlap the other calls; inactive = mostly below about 53%; also: some results filed as inactive read as strong as hits
WT yeast gro inh mutant strain: also measured in WT yeast gro inh; calls as there; inhibition, %; mitochondrial fusion phenotypic screen, mutant strain inhibition
Dynein transport cytoplasmic EGFP: also measured in Dynein transport; calls as there; z-score; measured here: cytoplasmic GR-EGFP intensity; stronger effect = higher value
Dynein transport nuclear GR-EGFP: recorded beside Dynein transport, whose call it bears; z-score; measured here: nuclear GR-EGFP intensity;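 lower value marks the stronger effect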
Dynein transport cell count: second read-out of Dynein transport, no call of its own (marks repeat the call); z-score; measured here: cell count per field
Insulin prom up cell count: second read-out of Insulin prom up, no call of its own (marks repeat the call); cell count; measured here: cytotoxicity, nuclei count;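 total cells summed across four imaged fields per well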
b-catenin transl cell count 5 µM: also measured in b-catenin transl; calls as there; cell count; measured here: cell count, cytotoxicity flag
MT stabilize HCS Hoechst-high %: also measured in MT stabilize HCS; calls as there; % Hoechst-high responders; measured here: nuclear condensation Hoechst responders;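 share of cells brighter than vehicle mean plus two SD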
MT stabilize HCS cytotoxicity %: second read-out of MT stabilize HCS, no call of its own (marks repeat the call); toxicity, %; measured here: cytotoxicity by cell density;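 0% = mean cell density of plate MIN control wells and 100% = no cells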
Autophagy HCS cell loss 18 h: recorded beside Autophagy HCS, whose call it bears; toxicity, %; measured here: cell loss, nuclei count;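 cell loss after 18 h compound exposure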
Starred values were filed as active, the others as inactive; i = inactive; u = inconclusive; x = not tested or not shown; + = active, no number.

Values run as follows: Yfh1-depleted yeast, Dynein transport, Dynein transport cytoplasmic EGFP, Dynein transport nuclear GR-EGFP, Dynein transport cell count, WT yeast gro inh, WT yeast gro inh mutant strain, HIV fusion peptide, Insulin prom up, Insulin prom up cell count, Autophagy HCS, Autophagy HCS cell loss 18 h, b-catenin transl, b-catenin transl cell count 5 µM, MT stabilize HCS, MT stabilize HCS Hoechst-high %, MT stabilize HCS cytotoxicity %, AID2073
COc1ccc(OC)c(S(=O)(=O)NCc2cn3cccc(C)c3n2)c1
  i, -0.342, -0.227, -0.489, 0.495, -2.4, 5.9, 2.9%, 0.37, 1196, i, -11.4, -1.8, 1224, 3.5, 1.3, 2.9, 13.6%
Cn1cccc1Cc1nnc(SCC(=O)NCC2CCCO2)n1-c1ccc(F)cc1 (stereo not drawn)
  i, 0.398, -0.066, 0.483, -0.001, 4.1, 1.1, -1.7%, 0.35, 1879, i, -19.2, -0.1, 1055, 2.8, 2.6, 10.7, 2.9%
O=C(Nc1ccc2c(c1)OCO2)c1c(F)cccc1F
  i, -0.229, -0.219, -0.0408, -0.347, 2.8, -2.1, 0.7%, -0.67, 1378, i, 8.1, x, x, 2.8, 1.7, 4.7, 2.7%
Cc1ccc(NC(=O)COC(=O)c2ccc3c(c2)OCO3)cc1S(=O)(=O)N1CCCCC1
  i, -0.571, -0.318, -0.537, 0.685, 15.6, -4.5, -1.1%, x, x, i, -0.6, 1.0, 951, 3.2, 2.9, 11.2, 11.7%
CC(C)COP(=O)(c1ccc(N(C)C)cc1)C(O)c1cccnc1 (stereo not drawn)
  i, 1.2, -0.251, 0.17, -0.903, x, x, -1.5%, 0.32, 1105, x, x, 0.0, 1273, x, x, x, 1.7%
NNC(=O)COc1cccc(C(F)(F)F)c1
  i, -1.36, -0.239, -0.571, 1, -2.4, -21.1, -0.2%, -0.42, 1283, i, 6.2, -0.2, 1072, 2.6, 2.7, 6.8, 7.9%
Fc1ccc(CSc2ccc3nnc(-c4ccccn4)n3n2)cc1
  i, -0.807, -0.254, -0.293, 0.804, 6.6, 5.2, -3.0%, 0.35, 1209, i, -24.4, 0.9, 1104, 0.9, 1.5, 2.2, -1.9%
CN(CCC#N)C(=O)COC(=O)c1ccccc1C(=O)c1ccc(Cl)c([N+](=O)[O-])c1
  i, -1.96, 0.123, -1.17, 1.28, -8.2, -15.9, -1.4%, -0.61, 719, i, 3.9, 0.8, 1132, 5.7, 5.3, 5.6, -6.0%
NNC(=S)Nc1ccccc1Cl
  i, 0.557, -0.309, 0.499, -0.477, 16.4, 33.3, -1.1%, 0.12, 1571, i, -18.1, -5.5, 1008, 2.0, 1.2, 5.0, -5.9%
CCOC(=O)c1cc2c(=O)n3ccccc3nc2n(Cc2ccco2)c1=NC(=O)c1ccccc1OCC
  i, 0.0891, -0.196, 0.0933, 0.684, -5.8, -4.0, 19.9%, x, x, i, 20.7, 2.4, 1013, 2.3, 1.3, 8.9, 73.4%
Cn1nc(C(=O)Nc2sccc2C(N)=O)ccc1=O
  i, -0.22, -0.218, -0.274, 0.719, 3.1, 9.4, -1.2%, 0.51, 1307, i, -0.6, -0.5, 951, 1.6, 1.7, 3.7, -4.1%
CCOC(=O)c1ccc(S(=O)(=O)N2CCNCC2)cc1
  i, 0.247, -0.132, 0.295, 0.134, -2.1, -19.8, -0.4%, 0.87, 848, i, -14.4, x, x, 0.8, 1.2, 5.9, -2.3%
Cc1ccc(C2(c3noc(CN(C)Cc4cccnc4)n3)CCCC2)cc1
  i, -1.36, -0.285, -0.851, 1.33, 38.8, 30.5, -0.2%, -0.35, 1449, i, -35.1, 0.8, 974, 3.0, 1.7, 7.8, 10.8%
CCCC(C)c1nnc(NC(=O)C(=O)OCC)s1 (stereo not drawn)
  i, -0.182, -0.308, 0.0575, 0.437, 1.5, -0.5, 0.5%, 0.28, 1515, i, 9.3, 6.5, 807, 3.4, 1.5, 7.9, 43.7%
COC(=O)C1=C(CN2CCc3ccccc32)NC(=O)NC1c1cc(C)ccc1C (stereo not drawn)
  x, -1.05, -0.103, -0.656, 0.178, 11.4, 1.8, -0.1%, 2.24, 1200, i, 1.2, x, x, 2.1, 0.9, 20.0, -2.5%
CS(=O)(=O)N(CCc1ccccc1)CC(=O)NCc1ccccc1
  i, -1.19, -0.253, -0.546, 0.849, 6.4, -3.9, 0.9%, 1.35, 1602, i, -37.8, -1.3, 983, 1.7, 1.1, 5.4, -15.2%
CS(=O)(=O)c1ccc(C(=O)OCC(=O)NC23CC4CC(CC(C4)C2)C3)cc1[N+](=O)[O-]
  i, -3.11, 0.401, -2.19, 0.935, -12.5, 12.3, -3.4%, -0.15, 1468, i, -3.1, -1.1, 1093, 2.5, 2.1, 8.1, 1.6%
CC(C)COc1ccc(-c2nn(-c3ccccc3)cc2C(=O)Nc2nccs2)cc1
  i, 0.523, 0.436, 0.744, -1.6, 22.3, 29.9, -0.4%, x, x, i, -10.5, -8.7, 1026, 1.2, 1.4, 5.7, 11.1%
O=[N+]([O-])c1cc(C(F)(F)F)cc([N+](=O)[O-])c1NCCCNc1ccc([N+](=O)[O-])c2cccnc12
  i, -0.0932, -0.237, 0.0666, 0.683, 7.0, 8.3, -1.9%, -0.2, 1264, i, 45.5, 1.2, 486, 4.4, 2.2, 5.9, 4.8%
O=C(Cn1c(=O)c2sccc2n(Cc2cccc([N+](=O)[O-])c2)c1=O)NCCc1ccccc1
  i, -0.529, -0.315, -0.399, 0.65, -7.9, -0.4, 3.2%, 0.8, 1456, i, -6.3, -0.5, 1124, 1.1, 3.7, 7.7, 2.0%
NS(=O)(=O)c1ccc(NC(=O)COC(=O)C2CC(=O)N(Cc3ccccc3)C2)cc1 (stereo not drawn)
  i, 1.45, -0.287, 0.975, 0.0698, -5.2, -0.8, -0.9%, -1.79, 1356, i, 3.7, -3.1, 1091, 6.0, 4.0, 5.5, 16.4%
CCOC(=O)C1=C(c2ccccc2)O/C(=C(/C#N)C(F)(F)F)S1
  i, 0.621, 0.0983, 0.439, -0.365, 21.4, 26.5, 3.3%, -0.89, 766, +, 28.4*, 41.0, 695, 9.0, 3.5, 13.3, -9.3%
CCOc1ccc2c(c1)nc(NCCCO)n2Cc1ccccc1
  i, -0.417, -0.246, 0.391, -0.0236, x, x, -1.5%, -0.1, 1036, x, x, -1.4, 1319, x, x, x, 6.2%
O=C(Nc1nnc(C2CC2)s1)C1CCCO1 (stereo not drawn)
  i, 0.0394, -0.273, 0.703, -0.89, 22.2, 13.4, 1.4%, -0.54, 1600, i, 2.2, -6.4, 1025, 1.6, 1.7, 13.0, -1.8%
COc1ccc2[nH]cc(S(=O)(=O)c3ccc(C(C)C)cc3)c(=O)c2c1
  i, -0.445, -0.265, -0.56, 1.26, -3.3, 14.7, 4.3%, 0.26, 1256, i, -12.6, -1.3, 1082, 2.4, 2.2, 12.8, 16.7%
CC1CCc2c(sc(Nc3nc4c(F)cccc4s3)c2C(N)=O)C1 (stereo not drawn)
  i, 1.16, -0.0247, 0.838, -1.95, 36.7, 33.3, 58.8%*, 0.02, 1485, i, 29.4, 8.0, 926, 6.2, 3.2, 8.1, 11.0%
Cc1ccc(NCc2nnc(SCC(=O)NCCc3ccccc3)n2C)cc1
  i, -0.466, -0.226, 0.1, 0.203, 54.2, 4.8, 1.7%, -0.38, 997, i, -15.1, -1.3, 1159, 1.7, 1.0, 7.5, 3.4%
COc1cc(/C=N/NC(=O)c2cc(-c3cccn3C)n[nH]2)cc(OC)c1OC
  i, 0.282, -0.132, 0.874, 0.452, 7.7, 9.6, -3.5%, -0.99, 1445, i, 9.7, 2.5, 1324, 2.6, 1.4, 8.1, -10.0%
CCn1nc(C)c(NS(=O)(=O)c2ccc(C)cc2)c1C
  i, -0.692, -0.254, -0.479, 0.483, -12.5, -0.2, 0.9%, -0.35, 578, i, -1.0, -1.7, 1150, 2.1, 2.0, 2.1, 8.2%
O=S1(=O)CCN(Cc2cccc(C(F)(F)F)c2)CC1
  i, -0.633, -0.276, -0.409, 0.903, 1.2, -1.7, -0.4%, 0.3, 1110, i, -5.3, -1.7, 1112, 4.1, 3.2, 8.5, -0.6%
CCN(CC(=O)NCc1ccccc1Cl)CC(=O)Nc1c(F)cccc1F
  i, -0.0276, 0.831, 0.218, -0.0685, x, x, 1.3%, 0.33, 1038, x, x, 1.5, 1269, x, x, x, 6.0%
COc1ccc(C(=O)CSc2cc(C)nc3nc(C)nn23)cc1OC
  i, 0.19, -0.2, 0.662, 0.465, -1.8, -3.5, -0.7%, x, x, i, -3.5, x, x, 2.9, 2.5, 14.2, -6.3%
CCOC(=O)c1c(C)nc2sc(C(=O)Nc3ccc(C(C)=O)cc3)c(N)c2c1-c1ccc(OC)cc1
  u, 0.182, -0.307, 0.312, -0.174, 6.3, 9.3, -1.4%, x, x, i, 13.7, 15.4, 795, 30.8, 6.9, 15.9, 25.4%
CCOC(=O)c1cc2sc(C)cc2n1CC(=O)Nc1cccc(C)c1C
  i, 0.881, -0.091, 1.36, -1.08, -1.1, 8.3, -0.3%, u, x, i, -2.2, -4.3, 1124, 2.3, 1.4, 3.6, 7.6%
O=C(O)C1C2C=CC(C3CC23)C1C(=O)NCCc1ccccc1 (stereo not drawn)
  i, -0.303, -0.268, -0.583, 0.306, 5.8, 4.5, 0.2%, 1, 1868, i, -13.6, 0.2, 1030, 2.1, 2.6, 8.3, -6.4%
Cc1c(C(=O)c2ccc(Cl)cc2Cl)cnc2cc3c(cc12)OCO3
  i, -1.1, -0.173, -0.587, 0.235, 50.2, 27.3, 0.0%, x, x, i, 0.8, 1.5, 572, 2.4, 1.8, 8.5, 5.1%
